# Screening data: PubChem BioAssay, several laboratories
# Rv3671c inh: inhibitors of M. tuberculosis serine protease Rv3671c. 320,000 tested, 0.048% active. inhibition, % at 5.96 µM. AID 2606; in the data active means inhibition above about 38%;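 further: extracellular domain of Rv3671c used as enzyme; 0% = enzyme with DMSO and 100% = no enzyme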
# TcdB inh: inhibitors of Clostridioides difficile toxin B glycohydrolase | inhibition, % at 9.99 µM | TcdB glycohydrolase enzymatic assay, plate reader | 350,000 tested, 0.24% active | P18177; in the data active means inhibition above about 10%
# Target sequence (P18177 whole entry, looked up): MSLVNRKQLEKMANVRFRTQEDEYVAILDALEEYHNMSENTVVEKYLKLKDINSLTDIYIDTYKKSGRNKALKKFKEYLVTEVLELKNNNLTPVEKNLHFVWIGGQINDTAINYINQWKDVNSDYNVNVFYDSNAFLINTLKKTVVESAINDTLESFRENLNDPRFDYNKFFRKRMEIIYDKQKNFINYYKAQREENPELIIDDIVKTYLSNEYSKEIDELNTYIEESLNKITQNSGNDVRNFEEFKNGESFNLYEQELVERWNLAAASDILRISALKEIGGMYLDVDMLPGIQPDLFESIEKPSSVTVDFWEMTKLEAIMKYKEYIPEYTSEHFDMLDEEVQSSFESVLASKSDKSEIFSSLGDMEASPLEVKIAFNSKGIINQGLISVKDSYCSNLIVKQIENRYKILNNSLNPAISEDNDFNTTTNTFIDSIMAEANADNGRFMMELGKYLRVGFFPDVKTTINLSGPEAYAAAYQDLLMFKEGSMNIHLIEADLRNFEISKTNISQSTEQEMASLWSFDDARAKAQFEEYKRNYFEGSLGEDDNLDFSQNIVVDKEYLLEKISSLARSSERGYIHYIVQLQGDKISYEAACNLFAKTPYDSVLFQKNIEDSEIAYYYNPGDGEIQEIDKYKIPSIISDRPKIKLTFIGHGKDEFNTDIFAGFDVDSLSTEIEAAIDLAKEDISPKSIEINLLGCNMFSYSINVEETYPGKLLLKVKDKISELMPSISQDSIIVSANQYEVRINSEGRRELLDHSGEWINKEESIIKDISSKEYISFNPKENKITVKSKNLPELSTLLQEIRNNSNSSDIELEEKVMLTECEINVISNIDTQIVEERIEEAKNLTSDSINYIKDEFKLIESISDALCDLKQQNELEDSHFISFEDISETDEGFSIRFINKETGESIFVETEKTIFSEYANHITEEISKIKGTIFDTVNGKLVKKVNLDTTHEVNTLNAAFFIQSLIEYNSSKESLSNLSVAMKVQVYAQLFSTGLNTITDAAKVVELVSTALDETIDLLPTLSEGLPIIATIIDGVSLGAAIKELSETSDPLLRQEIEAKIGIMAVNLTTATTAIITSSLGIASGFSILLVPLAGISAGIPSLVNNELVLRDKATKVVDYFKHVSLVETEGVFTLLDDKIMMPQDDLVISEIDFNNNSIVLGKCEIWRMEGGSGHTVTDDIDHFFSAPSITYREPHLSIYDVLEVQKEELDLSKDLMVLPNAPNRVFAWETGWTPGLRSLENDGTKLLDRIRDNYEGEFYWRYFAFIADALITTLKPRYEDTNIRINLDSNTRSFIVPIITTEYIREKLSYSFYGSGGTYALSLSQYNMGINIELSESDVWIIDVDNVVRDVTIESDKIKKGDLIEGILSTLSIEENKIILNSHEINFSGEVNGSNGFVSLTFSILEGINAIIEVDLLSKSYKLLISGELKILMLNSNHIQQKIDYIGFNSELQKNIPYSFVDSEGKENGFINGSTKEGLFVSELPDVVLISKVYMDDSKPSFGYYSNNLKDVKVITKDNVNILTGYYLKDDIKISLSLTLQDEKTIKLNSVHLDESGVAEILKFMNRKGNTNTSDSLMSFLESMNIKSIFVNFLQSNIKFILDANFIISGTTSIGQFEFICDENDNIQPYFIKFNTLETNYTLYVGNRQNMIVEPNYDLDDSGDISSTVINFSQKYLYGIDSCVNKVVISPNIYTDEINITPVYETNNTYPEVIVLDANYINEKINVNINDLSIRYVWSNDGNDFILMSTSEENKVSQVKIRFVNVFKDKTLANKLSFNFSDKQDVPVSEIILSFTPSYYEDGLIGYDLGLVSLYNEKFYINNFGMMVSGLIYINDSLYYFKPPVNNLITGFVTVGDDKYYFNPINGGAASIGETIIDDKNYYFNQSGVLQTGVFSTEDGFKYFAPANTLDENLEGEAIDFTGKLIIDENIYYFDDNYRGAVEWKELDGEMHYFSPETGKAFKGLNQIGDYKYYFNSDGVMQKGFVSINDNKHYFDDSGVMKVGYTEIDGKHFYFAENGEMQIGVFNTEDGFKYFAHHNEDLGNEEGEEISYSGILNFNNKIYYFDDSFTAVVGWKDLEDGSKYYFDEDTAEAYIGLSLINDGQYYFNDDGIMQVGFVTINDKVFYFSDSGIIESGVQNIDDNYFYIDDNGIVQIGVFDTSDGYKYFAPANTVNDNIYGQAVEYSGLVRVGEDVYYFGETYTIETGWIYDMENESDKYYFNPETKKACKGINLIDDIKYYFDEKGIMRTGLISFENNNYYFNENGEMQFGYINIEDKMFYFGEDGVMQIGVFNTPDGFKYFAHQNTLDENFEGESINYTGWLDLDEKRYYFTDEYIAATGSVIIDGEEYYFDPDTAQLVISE
# MazEF act: activators of E. coli MazEF toxin-antitoxin RNase; P0AE70; FAM/BHQ RNA-DNA oligo cleavage fluorescence, 5 h; activation, % at 20 µM; 350,000 tested, 0.32% active; AID 504720; in the data active means activation above about 50%
# Vc quorum ag: quorum light induction in luxS cqsA deficient V. cholerae; V. cholerae BH1578 lux reporter, luminescence, 6 h; activation, % at 18.7 µM; 350,000 tested, 0.16% active; AID 588436; in the data active means activation mostly above about 9.7%, no sharp cut-off; inconclusive means no clear call, values can overlap the other calls; inactive means mostly below about 3.7%; further: not every result past the cut was called active; inactives centre near 0; reference of the scale not given here
# DUSP3 inh: blocks human VHR1 dual specificity phosphatase; P51452; recombinant VHR phosphatase, pNPP absorbance; inhibition, % at 13.3 µM; 290,000 tested, 0.52% active; AID 1654; in the data active means inhibition above about 50%; further: some compounds called inactive have numbers as strong as hits
# Y pestis TopoI: Y. pestis Topo-I inhibition via cleavage products. Y. pestis Topo-I cleavage product accumulation, plate reader. activity, % at 10 µM. 360,000 tested, 0.064% active; in the data active means activity above about 50%, passing the limit was not always enough; inconclusive means no clear call, values can overlap the other calls; further: inactives centre near 2
# Anthrax LF prot: blocks Bacillus anthracis lethal factor protease; P15917; multiplex microsphere protease cleavage assay, LF; inhibition, % at 10 µM; 360,000 tested, 0.12% active; AID 588501; in the data active means inhibition above about 30%; inconclusive means no clear call, values can overlap the other calls; further: plate controls were buffer without enzyme for full effect and enzyme alone for no effect
# PfHsp40 rescue: compounds rescuing yeast from Plasmodium falciparum HSP40 toxicity; growth rescue, % at 12.5 µM; 340,000 tested, 0.68% active; S. cerevisiae expressing PfHsp40, growth rescue, ATP luminescence; AID 504582; in the data active means growth rescue above about 28%, passing the limit was not always enough; inconclusive means no clear call, values can overlap the other calls;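 further: yeast W303a lacking pdr1 and pdr3 grown in galactose medium; growth measured after three days at 30 °C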
# SSB-PriA inh: inhibitors of Klebsiella pneumoniae PriA binding to SSB C-terminal tail. AID 1272365. AlphaScreen SSBct-PriA binding, biotinylated peptide. inhibition, % at 33 µM. 430,000 tested, 0.6% active; in the data active means inhibition mostly above about 37%, no sharp cut-off; inactive means mostly below about 20%;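 further: plate controls were negative control peptide for no effect and reference peptide for full effect; strong numbers were not always called active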
# 3CLpro inhibitor: SARS-CoV 3CLpro protease inhibition | AID 1706 | inhibition, % at 6 µM | P0C6X7 | recombinant SARS-CoV 3CLpro, quenched FRET peptide cleavage | 290,000 tested, 0.14% active; in the data active means inhibition above about 12%
# An asterisk follows results filed as active; i = inactive; ? = inconclusive; . = not tested or not shown. These rows are one share of the data, so the mix of outcomes need not match the whole.
no.	Molecule	Y pestis TopoI	3CLpro inhibitor	TcdB inh	DUSP3 inh	Rv3671c inh
1	COC(C(=O)Nc1ccnn1C1CCN(Cc2ccc(Cl)s2)CC1)c1ccccc1 (stereo unspecified)	12	-6	0.6	15	2
2	O/N=C/c1cccnc1Sc1ccccc1	9	2	2.1	7	4
3	Cc1ccc(OCC(O)CN2CCN(c3ccccc3)CC2)cc1 (stereo unspecified)	?	0	.	21	-2
4	CCOc1ccc(CN(C(=O)c2ccco2)C2CCS(=O)(=O)C2)cc1 (stereo unspecified)	2	-4	.	4	-4
5	N#C/C(=C\Nc1ccc(F)c(Cl)c1)C(=O)C1CC1	-4	-1	0.5	8	-4
6	Cn1c(CSCc2ccccc2Cl)nnc1SCC(=O)Nc1nccs1	10	4	.	13	-6
7	NC(=O)c1c(NC(=O)Cc2cccs2)sc2c1CCC2	-1	-9	.	-2	-3
8	CCOC(=O)C1CCN(C(=O)CCS(=O)(=O)c2ccc3c(c2)CCN3C(C)=O)CC1	-10	0	.	29	11
9	O=C(Nc1ccnc(-c2ccncc2)n1)c1ccccc1Cl	1	3	0.9	17	0
10	COc1ccc(NS(=O)(=O)c2ccc3oc(SC)nc3c2)cc1	17	-3	1.4	-5	-4

no.	Anthrax LF prot	MazEF act	SSB-PriA inh	PfHsp40 rescue	Vc quorum ag
1	1	3	-1	-1.1	0.7
2	-8	-7	.	-1.8	i
3	-6	-2	-11	2.0	0.3
4	2	2	4	2.0	.
5	.	-1	-14	.	-0.6
6	-1	4	5	0.6	-0.4
7	-3	4	-10	0.0	-0.8
8	-3	3	-17	-0.1	i
9	-3	3	-11	-1.2	i
10	-3	1	-7	2.1	-3.3

# Other results:
no.	Molecule	Y pestis TopoI	3CLpro inhibitor	TcdB inh	DUSP3 inh	Rv3671c inh
11	CC1(C)CC(N(Cc2ccco2)C(=O)Cc2ccccc2)CCO1 (stereo unspecified)	-9	-1	.	25	-10
12	CCn1cc(CNC(=O)CCc2ccc(OC)cc2)cn1	-4	0	.	13	-2
13	COC(=O)C1=C(C)NC2=C(C(=O)C(C(=O)OC)C(c3ccc(OC)cc3)C2)C1c1ccccn1 (stereo unspecified)	-9	2	.	24	-6
14	CCCCc1c(C)c2ccc(OC)c(/C(C)=N\O)c2oc1=O	13	1	.	29	7
15	COc1ccc(-c2nn(CCC(=O)O)cc2/C=C/C(=O)O)cc1[N+](=O)[O-]	5	1	-0.8	3	-2
16	Cc1cnc(C(=O)OCc2nc3ccsc3c(=O)[nH]2)cn1	-1	.	0.0	.	4
17	Cc1ccc(Cl)cc1NS(=O)(=O)c1c(C)[nH]c(=O)[nH]c1=O	0	-2	.	11	-1
18	CC(Oc1cc2oc(=O)c3c(c2cc1Cl)CCC3)C(=O)NCCN1CCOCC1 (stereo unspecified)	-1	0	1.2	-7	-4
19	COc1ccc(NC(=O)CCn2nc(C)cc2C)cc1	13	-3	.	1	0
20	CN(c1ccccc1)S(=O)(=O)c1cccc(NC(=O)C2CCCO2)c1 (stereo unspecified)	-6	.	0.1	.	-3

no.	Anthrax LF prot	MazEF act	SSB-PriA inh	PfHsp40 rescue	Vc quorum ag
11	-4	-7	-7	0.2	-5.0
12	-3	-1	-2	-0.1	0.6
13	2	7	-10	1.4	-5.6
14	2	2	.	2.6	i
15	1	-3	-8	0.6	i
16	-11	-13	-2	-1.2	-1.3
17	-3	3	8	1.4	-0.1
18	0	-25	-13	-0.9	-0.2
19	3	-6	-8	-0.6	i
20	2	-7	-6	0.1	i

# (cont.)
no.	Molecule	Y pestis TopoI	3CLpro inhibitor	TcdB inh	DUSP3 inh	Rv3671c inh
21	COc1ccc(CNCC(O)(c2ccc(Cl)cc2)c2ccc(Cl)cc2)cc1OC	11	0	.	7	-3
22	Cc1ccc(CNC(=O)c2ccc(N(C)C)cc2)cc1	-9	-1	0.9	36	7
23	COc1ccc(NC(=O)COC(=O)CNS(=O)(=O)c2ccc(C)cc2)c(OC)c1	-3	5	.	1	8
24	CCOC(=O)C1(CCOC)CCN(C(=O)Cc2ccc3ccccc3c2)CC1	17	-4	1.6	9	-1
25	CC(C)Cc1nnc(NC(=O)CCC(=O)Nc2ccc(F)cc2)s1	-2	1	.	23	-13
26	COc1ccc(-c2noc(CN(C)S(=O)(=O)c3ccc(C)cc3)n2)cc1	30	0	.	10	-20
27	O=C(NC1CCCC(C(F)(F)F)C1)c1ccc([N+](=O)[O-])o1 (stereo unspecified)	-2	.	1.0	.	6
28	COc1ccccc1OCC(O)Cn1c(=N)n(CCN2CCCCC2)c2ccccc21 (stereo unspecified)	15	0	.	10	-1
29	CC(C)NC(=O)[C@@H]1CSC2c3ccccc3C(=O)N21 (stereo partly specified)	7	-7	-0.2	15	.
30	COc1ccc(Cl)cc1C(=O)n1nc(C)cc1C	2	5	.	7	2

no.	Anthrax LF prot	MazEF act	SSB-PriA inh	PfHsp40 rescue	Vc quorum ag
21	-5	9	2	0.1	-1.4
22	-6	8	-14	0.3	1.3
23	0	6	-10	-0.6	-2.0
24	9	-8	-1	-0.7	2.2
25	.	2	-2	-2.4	-0.3
26	-16	-2	-8	2.4	-0.5
27	6	0	-2	-2.9	i
28	-4	13	-13	0.6	-0.3
29	4	4	-17	-1.3	-0.6
30	-1	4	-15	-0.9	-0.2

# (more compounds)
no.	Molecule	Y pestis TopoI	3CLpro inhibitor	TcdB inh	DUSP3 inh	Rv3671c inh
31	COc1cc(CN2CCC(C(=O)NC(c3ccccc3)c3ccsc3)CC2)cc(OC)c1 (stereo unspecified)	11	.	0.3	.	.
32	O=C(NCCOc1ccc(Cl)cc1)c1ccc2c(c1)OCCO2	13	.	0.8	.	-3
33	N#Cc1ccc(COC(=O)Cn2nnc(-c3ccccc3)n2)cc1	-5	0	.	4	1
34	O=C(N/N=C\c1cn[nH]c1-c1ccccc1)c1cccs1	-2	5	0.9	2	-4
35	CC(c1nc2ccccc2c(=O)[nH]1)N1CCN(C)CC1 (stereo unspecified)	-5	-4	.	-8	0
36	COC(=O)c1cccc(NC(=O)/C=C/c2ccc([N+](=O)[O-])cc2)c1	-7	4	1.3	13	-6
37	Cc1csc(NC(=O)CN2C(=O)c3ccccc3S2(=O)=O)n1	4	3	1.3	-3	-1
38	O=C(O)CCC(=O)Nc1ccc(N2CCCCC2)c(C(=O)O)c1	10	8	.	13	-2
39	CN(C)C1=NCCN1CCc1ccccc1	-4	.	-4.3	.	-2
40	Cc1ccc(S(=O)(=O)NCCn2nc(C)nc2C)cc1	4	5	0.8	12	-7

no.	Anthrax LF prot	MazEF act	SSB-PriA inh	PfHsp40 rescue	Vc quorum ag
31	-2	.	.	.	-0.4
32	-1	1	-8	7.2	i
33	0	3	-6	-0.3	i
34	2	4	.	-1.5	0.0
35	-4	6	-22	-0.1	-0.2
36	10	6	27	0.0	-1.7
37	-7	6	-6	0.3	-3.1
38	0	1	-22	1.0	-1.7
39	-1	-5	-4	-1.6	11
40	-1	7	-6	0.6	0.3

# Next part.
no.	Molecule	Y pestis TopoI	3CLpro inhibitor	TcdB inh	DUSP3 inh	Rv3671c inh
41	O=C(NCCCl)Nc1ccccc1OCCOc1ccccc1NC(=O)NCCCl	-13	0	0.5	-8	3
42	C[C@@H](C(=O)N1CCN(C(=O)OC(C)(C)C)CC1)n1cc(CCC(=O)O)nn1	6	-5	0.1	-8	-8
43	CCN1/C(=C/C(C)=O)Sc2ccc(OC)cc21	3	2	.	-12	-9
44	CC(Nc1c([N+](=O)[O-])c(=O)oc2ccccc12)c1ccccc1 (stereo unspecified)	4	1	0.0	29	4
45	Cc1ccc(C)c(OCCOCCN2CCOCC2)c1	3	-1	.	-8	2
46	COCCNC(=O)c1ccccc1NC(=O)Cc1ccccc1	1	2	-4.3	8	0
47	CN1CCN(c2nnc(-c3ccccc3)c(-c3ccccc3)n2)CC1	12	3	1.8	-3	-3
48	CN=c1scc(-c2c[nH]c3ccccc23)n1C	-12	-2	2.3	10	.
49	COc1ccc(S(=O)(=O)N(C)CC(=O)N2CCCC2)cc1	4	-1	1.1	6	6
50	CC(C)CCN1CCC(Cc2ccccc2)(NC(=O)c2ccccc2)C1=O (stereo unspecified)	12	.	1.5	.	-4

no.	Anthrax LF prot	MazEF act	SSB-PriA inh	PfHsp40 rescue	Vc quorum ag
41	-16	11	5	0.4	-1.2
42	-4	3	-5	-1.4	-0.8
43	-2	1	-7	5.7	i
44	-1	4	14	1.0	i
45	2	4	-6	0.0	i
46	-1	-4	-8	0.4	-0.5
47	.	-1	13	.	-0.6
48	0	7	-1	-0.8	-0.6
49	-1	4	-9	0.0	i
50	-3	0	2	1.1	i

# Later entries
no.	Molecule	Y pestis TopoI	3CLpro inhibitor	TcdB inh	DUSP3 inh	Rv3671c inh
51	CC(C)(O)C#Cc1ccc(C(=O)N2CCC(CCC(=O)NC3CC3)CC2)cc1	-7	-1	1.6	19	.
52	O=C(CS(=O)(=O)c1ccccc1)NCc1ccc(Cl)cc1	6	2	1.6	9	14
53	CN(CCOC(=O)c1ccco1)Cc1ccccc1	10	-5	.	8	4
54	CN1CCN(C(=O)c2cnn3c(C(F)F)cc(C4CC4)nc23)CC1	11	0	.	-5	-5
55	O=S(=O)(NC(=NC1CCCCC1)c1ccccc1F)c1ccccc1	-2	-4	0.3	30	1
56	COc1ccc(-n2ncc(C(=O)N3CCN(c4ccc(F)cc4)CC3)c2C)cc1	-5	6	1.2	-12	-2
57	C=CCn1c(SCC(=O)NCc2ccccc2)nnc1C1CCCCC1	-1	1	-9.0	24	-12
58	Clc1ccc(N2CC2c2ccncc2)cc1 (stereo unspecified)	-4	2	-0.2	26	6
59	O=C(Nc1cccc2nsnc12)c1cc2c(cc1Cl)Sc1nccn1S2(=O)=O	2	.	-3.1	.	.
60	COc1cccc2cc(C(N)=O)/c(=N\NC(=O)c3ccccc3)oc12	5	1	-0.2	-7	-3
61	O=C(Nc1nc2ccccc2n1CCN1CCOCC1)c1ccc(Cl)cc1	0	2	0.7	13	-4
62	Cc1nc(-c2ccc(F)cc2)c(CC(=O)N(C)CC(=O)Nc2ccc(Br)cc2C)s1	14	.	0.9	.	-20
63	COc1ccc(C(CNC(=O)c2ccc(NS(=O)(=O)c3ccccc3)cc2)N2CCOCC2)cc1 (stereo unspecified)	6	.	0.1	.	.

no.	Anthrax LF prot	MazEF act	SSB-PriA inh	PfHsp40 rescue	Vc quorum ag
51	-40	-7	-12	-1.0	-0.8
52	2	6	-23	0.1	-0.1
53	-2	8	-7	-0.6	i
54	-1	8	-13	-0.6	-0.2
55	-1	14	3	0.4	-0.5
56	28	0	2	.	i
57	0	-3	-10	-0.7	.
58	0	-5	4	0.9	i
59	3	-4	-5	0.5	i
60	-4	9	.	-0.4	-0.6
61	1	-3	5	2.9	i
62	0	-3	5	0.2	0.4
63	-1	3	-5	-0.1	i

# 5 compounds already listed, arranged by length of the SMILES, lowest first:
no.	Molecule	Y pestis TopoI	3CLpro inhibitor	TcdB inh	DUSP3 inh	Rv3671c inh
57	C=CCn1c(SCC(=O)NCc2ccccc2)nnc1C1CCCCC1	-1	1	-9.0	24	-12
55	O=S(=O)(NC(=NC1CCCCC1)c1ccccc1F)c1ccccc1	-2	-4	0.3	30	1
54	CN1CCN(C(=O)c2cnn3c(C(F)F)cc(C4CC4)nc23)CC1	11	0	.	-5	-5
51	CC(C)(O)C#Cc1ccc(C(=O)N2CCC(CCC(=O)NC3CC3)CC2)cc1	-7	-1	1.6	19	.
62	Cc1nc(-c2ccc(F)cc2)c(CC(=O)N(C)CC(=O)Nc2ccc(Br)cc2C)s1	14	.	0.9	.	-20

no.	Anthrax LF prot	MazEF act	SSB-PriA inh	PfHsp40 rescue	Vc quorum ag
57	0	-3	-10	-0.7	.
55	-1	14	3	0.4	-0.5
54	-1	8	-13	-0.6	-0.2
51	-40	-7	-12	-1.0	-0.8
62	0	-3	5	0.2	0.4
